# KB-3-1 tox: kills parental KB-3-1 adenocarcinoma cells. actives 1.4% (n = 400,000). KB-3-1 viability, CellTiter-Glo ATP luminescence, 72 h. Potency, µM (top dose mostly 46.1 µM), without a hit: at the top dose activity change, negative = cytotoxic, actives largely listed as cytotoxic; note: potency is the fitted concentration of half-maximal effect; % is set by controls: 0 for no effect and ±100 for the full control effect; nearly all actives have a fitted effect of over 60% in size
#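 Using CellTiter-Glo luminescence, growth of non-resistant KB-3-1 adenocarcinoma cells is assessed 72 h after pin-tool compound addition at 37 °C. Normalized responses across the concentration series yield fitted curves.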
# HT1080NT lethal: kills 2HG-producing HT-1080-NT fibrosarcoma cells; actives 1.6% (n = 360,000); AID 686970; Potency, µM (doses to about 46.1 µM), for the others: at the top dose activity, negative = less viability, actives largely listed as cytotoxic; HT-1080-NT fibrosarcoma viability, CellTiter-Glo ATP luminescence, 48 h;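 note: NT is the 2HG producing partner of a matched IDH1 knockdown line; potency is the fitted concentration of half-maximal effect; 0% = DMSO-treated cells and -100% = media-only wells without cells; nearly all actives have a fitted effect of over 55% in size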
#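 HT-1080-NT; 750 cells/well; 5% FBS RPMI; 48 h compound, 37 degrees C; CellTiter-Glo luminescence; curve fitting and curve-class assignment.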
# D3 ag: D3 dopamine receptor (human) agonism. P35462. D3R DiscoveRx beta-arrestin cells, luminescence, 90 min. max activation, %. actives 0.58% (n = 410,000); in the data active = max activation above about 30%; note: 0% is about no effect; mostly tested at two doses, the higher about 12 µM
#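 Cells at 1500/well, incubated overnight, then treated with pinned compounds (dopamine as control) for 90 min at 37 degrees C. DiscoveRx reagent added for 30 - 60 minutes at room temperature; luminescence read.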
# KB-V1 MDR tox: KB-V1 MDR subline cytotoxicity; KB-V1 MDR cells viability, CellTiter-Glo, 72 h; Potency, µM (titrated, usually from 46.1 µM), inactives show at the top dose activity change, negative = cytotoxicity, hits mostly cytotoxic; AID 1347076; actives 3.4% (n = 400,000); note: potency is the fitted concentration of half-maximal effect; % is set by controls: 0 for no effect and ±100 for the full control effect; nearly all actives have a fitted effect of over 60% in size
#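 Cells of the MDR subline KB-V1 are plated, dosed with compound at multiple concentrations, and incubated 72 h at 37 degrees C; CellTiter-Glo is then added and luminescence read after 10 min.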
# SW480 rereplic: DNA re-replication induction in SW480 cells; SW480 DNA re-replication, Hoechst DNA content imaging, 48 h; Potency, µM (highest dose often 46.1 µM), inactives show at the highest dose re-replication activation, hits mostly activators; actives 1.8% (n = 340,000); note: potency is the fitted concentration of half-maximal effect; % of control where 0% means no effect; nearly all actives have a fitted effect of over 55% in size
#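 250 cells/well; 23 nL cpd via pin tool; 48 hr, 37 C, 5% CO2; Hoechst 40 min; imager read of total nuclear intensity, ex 405/em 500-530 nm.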
# HEK293 tox: cytotoxic in the GLP-1 receptor inverse agonist counter-screen | HEK293 cAMP-luciferase reporter cells, luminescence, 24 h | Potency, µM (doses to about 38.3 µM), inactives show at the highest dose activity change, negative = inhibition, most hits filed as inhibitors | actives 0.13% (n = 410,000) | AID 624418;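 note: loss of luciferase light is scored as toxicity; potency is the fitted concentration of half-maximal effect; % is set by controls: 0 for no effect and ±100 for the full control effect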
#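 Step one: seed cells (200 cells/uL, DMEM with 10% Nu serum, 1% pen-strep). Step two: 12-hour incubation at 37 deg C. Step three: pin 23 nL compound, incubate 24 hr. Step four: add luciferase reagent, read luminescence 12 min later.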
# HT1080 IDH1KD tx: kills HT-1080 cells with IDH1 knockdown. HT-1080 IDH1 knockdown viability, ATP luminescence, 48 h. Potency, µM (titrated, usually from 46.1 µM), for inactives: at the highest dose activity, negative = toxicity, usual class: cytotoxic. actives 2% (n = 360,000);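 note: potency is the fitted concentration of half-maximal effect; 0% = DMSO wells and -100% = cell-free medium wells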
#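 IDH1KD HT-1080 cells, 750/well, RPMI + 5% FBS; compound pinned after 2 h settling; 48 h, 37 °C; CellTiter-Glo luminescence; % activity normalised to DMSO and no-cell wells; curves fitted, classed by r2 and efficacy.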
# MCF10A rereplic: DNA re-replication induction in MCF 10a cells. MCF 10A DNA re-replication, Hoechst nuclear intensity, 48 h. actives 2.9% (n = 350,000). Potency, µM (series often up to 46.1 µM), for inactives: top-dose activity, positive = re-replication, usual class: activators; note: potency is the fitted concentration of half-maximal effect; % of control where 0% means no effect; nearly all actives have a fitted effect of over 50% in size
# IL1B secr inh: inhibitors of inflammasome signaling (IL-1 beta secretion); activity change, % at 57.5 µM; THP-1 LPS/ATP IL-1B secretion, AlphaLISA, 16 h; stronger effect = lower value; actives 4.7% (n = 360,000); in the data active = activity change below about -50%; inconclusive = mostly about -30% to -49%; note: % is set by controls: 0 for no effect and ±100 for the full control effect
#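 Secreted IL-1B measured by AlphaLISA bead assay after 16 h compound exposure of THP-1 cells; compounds (final up to 57.5 uM) added 1 h before LPS (250 ng/mL) and ATP (1.25 mM) stimulation; lower signal means less secretion.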
# * = called active by the depositor; ? = inconclusive; . = no result given; & = joins results of further samples; [ ] = another dose, or the depositor's remark. Unless noted, calls come from the whole dose curve; as a rule, active = well fitted curve in the direction sought with a large enough effect; inconclusive = small, poorly fitted or top-dose-only effect, or another doubt; inactive = no such curve, though single readings can be large; an effect the other way counts as inactive or inconclusive.
item	Structure	KB-3-1 tox	HT1080NT lethal	D3 ag	KB-V1 MDR tox	SW480 rereplic	HEK293 tox	HT1080 IDH1KD tx	MCF10A rereplic	IL1B secr inh
1	CNS(=O)(=O)c1cc(S(=O)(=O)NC)c2cccc3c2c1NC3=O	15%	-7%	-4	12%	-22%	42%[activator]	1%	-5%	18
2	Cc1cccc(NC(=O)c2ccccc2OCC(=O)c2ccccc2)c1	-9%	-4%	4	?	-2%	-9%	5%	10%	?
3	Cc1cccc(N2C(=O)CC(NNc3nc4ccccc4s3)C2=O)c1 (stereo not drawn)	2%	17%	2	27%	?	2%	3%	0%	-6
4	Cc1ccc(N(CC(=O)N2CCCC2)S(C)(=O)=O)cc1C	17%	20%	1	0%	-5%	-8%	12%	3%	8
5	O=C(NCCCN1CCN(c2ccc(F)cc2)CC1)Nc1ccc(Cl)cc1	-2%	.	-19	-9%	.	-10%	.	.	.
6	NS(=O)(=O)c1ccc(NC(=O)Nc2ccccc2)cc1	-2%	3%	3	-9%	-6%	31%[activator]	4%	-36%[inhibitor]	.
7	Cc1cc(C(=O)OCC(=O)N2CCN(c3ccccc3)CC2)c2ccccc2n1	7%	7%	2	0%	1%	-10%	6%	-4%	-3
8	Cc1cc(C)cc(NS(=O)(=O)c2ccc3[nH]cc(C(=O)N4CCCCC4)c(=O)c3c2)c1	0%	.	5	7%	.	-5%	.	.	.
9	Cc1ccc(C(=O)O)cc1S(=O)(=O)N1CCSCC1	12%	3%	1	15%	-9%	-6%	-5%	1%	4
10	O=C(Nc1ccc(NC(=O)C2CC2)cn1)c1ccccc1	-5%	-25%	-1	-10%	-13%	-8%	-4%	-1%	-2
11	COc1ccc(OC)c(-c2cc(C(=O)NCc3cccs3)no2)c1	-11%	-27%	-27	16µM*	23%	8%	?	?	-14
12	CCC1CCCCN1C(=O)c1cc(S(=O)(=O)N2CCOCC2)ccc1C (stereo not drawn)	-11%	-1%	-4	-6%	-5%	-3%	9%	-7%	38
13	O=C(/C=C/c1ccco1)OCC(=O)c1ccc(OC(F)F)cc1	-8%	1%	-2	5%	-13%	-3%	2%	11%	-15
14	CCn1c2ccccc2c2nnc(SCC(=O)OCN3C(=O)c4ccccc4C3=O)nc21	-3%	-13%	0	-2%	-3%	6%	0%	-1%	10
15	O=C(OCc1nc2ccsc2c(=O)[nH]1)c1ccccc1	8%	18%	-7	11%	-114%[inhibitor]	14%	8%	-9%	6
16	O=C(COC(=O)c1ccc[nH]c1=O)Nc1ccc2c(c1)OC(F)(F)O2	9%	9%	4	26%	0%	-7%	3%	-15%	23
17	O=C(/C=C\c1cccs1)c1c(O)ccc2ccc(=O)oc12	?	?	2	-9%	5%	-22%	23µM*	21µM*	-83*
18	COc1cc(C(=O)OCC(=O)Nc2ccc(C(C)=O)cc2)ccc1OCC(=O)N1CCOCC1	8%	22%	5	29%	2%	-18%	13%	-9%	18
19	COc1ccc(/C=N/n2c(SC)nnc(C(C)(C)C)c2=O)cc1	1%	14%	4	13%	-2%	39%[activator]	-1%	-2%	-5
20	O=C(CSc1nc(-c2ccco2)cc(C(F)(F)F)n1)Nc1cccnc1	-20%	?	14	?	?	-32%	?	?	22
21	Cc1c(C)c2ccc(OC(C)C(=O)NC3CCN(Cc4ccccc4)CC3)cc2oc1=O (stereo not drawn)	-27%	-22%	-14	0%	?	-1%	-18%	?	-7
22	CCN(CC)C(=O)NC1CC(=O)N(c2ccc(OC)cc2)C1 (stereo not drawn)	?	12%	6	3%	1%	-7%	6%	-1%	9
23	Cc1ccc(S(=O)(=O)N2CCN(C(=O)c3cccs3)CC2)cc1	15%	0%	2	?	?	4%	-9%	-9%	0
24	Cc1noc(C)c1S(=O)(=O)Nc1ccc(C(=O)N2CCN(c3ccc(F)cc3)CC2)cc1	-4%	6%	2	-9%	-23%	3%	-2%	12%	9
25	O=C(Nc1ccccc1)c1ccc(N2CCN(c3ccccn3)CC2)c(S(=O)(=O)N2CCOCC2)c1	-19%	-3%	-3	0%	-6%	4%	-2%	11%	-8
26	CCOc1ccc(NC(=O)COC(=O)c2cc([N+](=O)[O-])ccc2N2CCOCC2)cc1	-2%	-1%	-2	-11%	-5%	-18%	-20%	-13%	1
27	Cc1cccc(S(=O)C(c2ccccc2)c2ccccc2)c1 (stereo not drawn)	-1%	1%	-2	-5%	-5%	7%	9%	0%	?
28	COc1cc2c(cc1OC)C(C(=O)N1CCOCC1)C(c1cccs1)N(C)C2=O (stereo not drawn)	-4%	-4%	-4	22%	-4%	4%	0%	-182%[0.0737 µM]	-10
29	COc1ccc(OCC(=O)NCC(c2ccc(OC)cc2)N2CCCCC2)cc1 (stereo not drawn)	7%&1%	0%	-17&-24	9%&18%	-2%	-3%&2%	-1%	-1%	0
30	Cc1ccccc1OCC(=O)N/N=C/c1ccc2c(c1)OCCO2	-29%	0%	-4	?	?	-14%	-6%	12µM*	0
31	Cc1ccc(-c2nc(CN(C)C(C3CC3)C3CC3)c(C)o2)cc1	5%	-30%	-6	0%	17%	-4%[7.66 µM]	-13%	?	17
32	O=C(NCC(=O)N(c1ccccc1)C(C(=O)NCC1CCCO1)c1ccccc1)c1ccco1 (stereo not drawn)	1%	13%	3	5%	-1%	-12%	12%	-1%	-14
33	COc1ccc(NC(=S)NCc2cccnc2)cc1OC	-5%	-2%	-5	?	1%	-6%	-4%	6%	28
34	N=c1c(C(=O)NCC2CCCO2)cc2c(=O)n3ccccc3nc2n1Cc1ccccc1 (stereo not drawn)	-10%	-1%	-4	-2%	2.6µM*	.	-11%	3.7µM*	-22
35	O=C(CSc1nc(-c2ccco2)cc(C(F)(F)F)n1)NN1CCOCC1	29%	-13%	-4	?	-1%	6%	-5%	-11%	13
36	Cc1ccsc1/C=C/c1n[nH]c(=O)c(C#N)c1C	3%	11%	4	0%	-7%	-1%	5%	1%	-11
37	O=C(Nc1cccc(Cl)c1)c1cc2c(=O)[nH]c3ccccc3c2s1	4%	.	3	-14%	.	0%	.	.	.
38	O=C(Nc1ccc(Cl)cn1)c1ccccc1-c1ccccc1	-29%	7%	5	-17%	.	0%	6%	.	7
39	c1ccc(-c2cc3c(-n4cccc4)ncnc3o2)cc1	22%	2%	-1	?	93%	3%	1%	4%	4
40	COc1ccccc1-c1nc(-c2ccncc2)no1	-6%	0%	1	-20%	-13%	1%	0%	4%	-4
41	CCn1c(-c2ccco2)nc2ccccc21	10%	15%	3	35%	-2%	-4%	12%	-12%	39
42	Cc1cccc(NC(=O)Cn2c(=O)n(CCC(=O)NC3CCCC3)c(=O)c3ccccc32)c1	-8%	10%	3	-8%	2%	5%	15%	2%	2
43	COc1ccc(NC(=O)C2CCN(c3ncnc4c3nc3n4CCCCC3)CC2)cc1Cl	-16%	-27%	2	-25%	?	3%	?	17%	?
44	Cc1ccc(S(=O)(=O)NCCC(=O)NCc2ccco2)cc1	16%	8%	6	4%	-5%	-21%	10%	-1%	3
45	CCCCNc1nc2c(-c3ccccc3)nnn2c2ccccc12	22%	25%	-2	-4%	-1%	4%	-5%	5%	31
46	O=c1cc(N2CCN(Cc3ccccc3)CC2)[nH]c(=O)n1-c1ccc(Br)cc1	11%	-13%	4	4%	-4%	7%	11%	-2%	25
47	CCN(CC)CCN(C(=O)CCS(=O)(=O)c1ccccc1)c1nc2cc3c(cc2s1)OCO3	-27%	-23%	-23	-22%	?	-17%	?	12%	?
48	CC(C)CCNC(=O)NC(=O)CSc1nnc(COc2ccccc2Cl)o1	-2%	-3%	4	-7%	-3%	5%	-8%	?	7
49	Cc1ccccc1NS(=O)(=O)c1ccc2c(c1)NC(=O)CCS2	?	-9%	5&1	?	-12%	-5%&-13%	-8%	9%	17
50	CCN(C[C@H]1N[C@@](Cc2ccccc2)(C(=O)OC)[C@H]2C(=O)N(Cc3ccccc3)C(=O)[C@@H]12)S(=O)(=O)c1ccc(C)cc1	-4%	15%	1	0%	?	-8%	4%	30%	-25
51	Cc1cc(C)c2oc(C(=O)Nc3c(C(=O)c4ccccc4)oc4ccccc34)cc(=O)c2c1	-2%	.	1	-14%	.	12%	.	.	.
52	Cc1ccc(Cl)cc1-c1cc(C(=O)NCc2ccc(C(F)(F)F)cc2)[nH]n1	0%	?	-11	0%	.	-20%	?	.	0
53	Cc1ccccc1Cn1cc(NC(=O)c2noc(C(C)C)c2[N+](=O)[O-])cn1	2%	-5%	-4	25%	-5%	1%	2%	-6%	-10
54	O=C1NN=C2CCCCCCC12 (stereo not drawn)	-13%	-3%	1	4%	.	21%	?	.	0
55	C=C1C(C(=O)Nc2cccc(OC)c2)C1C(=O)Nc1cccc(OC)c1 (stereo not drawn)	8%	-24%	3	-1%	-9%	8%	-8%	7%	3
56	COc1ccc(C2(CNC(=O)c3ccc(Br)o3)CCOCC2)cc1	11%	7%	4	-3%	-2%	2%	9%	-3%	5

# Some entries already given, reduced to KB-3-1 tox, KB-V1 MDR tox and MCF10A rereplic.
no. | Compound | KB-3-1 tox | KB-V1 MDR tox | MCF10A rereplic
47 | CCN(CC)CCN(C(=O)CCS(=O)(=O)c1ccccc1)c1nc2cc3c(cc2s1)OCO3 | -27% | -22% | 12%
48 | CC(C)CCNC(=O)NC(=O)CSc1nnc(COc2ccccc2Cl)o1 | -2% | -7% | ?
49 | Cc1ccccc1NS(=O)(=O)c1ccc2c(c1)NC(=O)CCS2 | ? | ? | 9%

# Compound activity: PubChem, National Center for Advancing Translational Sciences (NCATS)
